Pf growth 96h: inhibits malaria parasite growth, 96 h | Potency, µM (highest dose often 28.7 µM), inactives show at the top dose activity change, negative = inhibition, most hits filed as inhibitors | P. falciparum luciferase reporter growth, 96 h | actives 6.9% (n = 320,000); further: potency means the concentration at half of the fitted maximal effect; on the % scale 0 is the no-effect control and ±100 the full control effect
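Two-generation exposure (96 h) targets delayed-death phenotype. Reporter parasites carrying integrated firefly luciferase, in red cells at 2% hematocrit and 0.05% parasitemia final, kept at 37 C, 5% CO2; luminescence loss indicates inhibition.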
Cycloheximide cs: counter-screen for Shiga toxin inhibitors: cycloheximide protein synthesis inhibition; cell reporter, cycloheximide protein synthesis inhibition counterscreen; max response, %; actives 12% (n = 300,000); AID 2314; in the data active means max response mostly above about 13%, no sharp cut-off; inactive means mostly below about 14%; further: read at 38.3 µM for the half of the compounds with a filed dose; 0% is about no effect
Sm TGR block: blocks Schistosoma mansoni thioredoxin glutathione reductase | actives 3% (n = 360,000) | Q962Y6 | Potency, µM (doses to about 114 µM), for the others: at the highest dose activity change, negative = inhibition, hits mostly inhibitors | purified TGR, DTNB reduction, TNB absorbance 405 nm; further: potency means the concentration at half of the fitted maximal effect; on the % scale 0 is the no-effect control and ±100 the full control effect; nearly all actives have a fitted effect of over 60% in size
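TGR 20 nM + NADPH 100 uM (dispensed conc.), cpd preinc 15 min RT; start with NADPH (500 uM addition) then DTNB (15 mM addition). Kinetic TNB absorbance, 405 nm filter. Four-parameter Hill fit across titration.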
Shiga inhibitor: blocks Shiga toxin action in Vero cells; Vero cells, Shiga toxin protein synthesis inhibition reporter; inhibition, % at 38.7 µM; actives 9.2% (n = 290,000); AID 2315; in the data active means inhibition mostly above about 28%, no sharp cut-off; inactive means mostly below about 43%; further: 0% is about no effect
Pf growth 48h: P. falciparum growth inhibition at 48 hours (one generation); P. falciparum luciferase growth in erythrocytes, 48 h; Potency, µM (titrated, usually from 28.7 µM), for inactives: at the top dose activity change, negative = inhibition, usual class: inhibitors; actives 5.9% (n = 310,000); AID 504832; further: potency means the concentration at half of the fitted maximal effect; on the % scale 0 is the no-effect control and ±100 the full control effect
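Cell-based growth assay: transgenic P. falciparum expressing firefly luciferase, cultured in red cells within RPMI 1640 containing 0.5% w/v Albumax, 24 mM bicarbonate and gentamycin. A drop in luciferase activity indicates inhibition.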
Giardia FBPA inh: Giardia lamblia aldolase inhibition | A8B2U2 | purified Giardia FBPA | Potency, µM (highest dose often 59.6 µM), for the others: at the top dose activity, negative = inhibition, most hits filed as inhibitors | actives 0.71% (n = 290,000); further: potency means the concentration at half of the fitted maximal effect; on the % scale 0 is the no-effect control and ±100 the full control effect; nearly all actives have a fitted effect of over 55% in size
Target sequence (A8B2U2 whole entry, looked up): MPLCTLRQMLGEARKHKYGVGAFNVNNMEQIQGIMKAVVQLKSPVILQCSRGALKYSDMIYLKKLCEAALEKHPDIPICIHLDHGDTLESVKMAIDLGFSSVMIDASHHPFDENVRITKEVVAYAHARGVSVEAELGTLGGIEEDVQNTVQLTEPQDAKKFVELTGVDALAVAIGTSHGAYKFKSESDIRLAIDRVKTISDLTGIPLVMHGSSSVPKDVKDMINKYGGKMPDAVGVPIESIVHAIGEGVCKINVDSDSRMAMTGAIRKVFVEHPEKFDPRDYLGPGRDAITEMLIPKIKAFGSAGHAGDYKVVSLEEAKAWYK
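Giardia FBPA (40 nM reagent) was preincubated 10 min at RT with compound (up to 57.5 uM final), then substrate plus GAPDH/TPI/NAD/arsenate coupling system with diaphorase/resazurin was added; resorufin fluorescence (525/598 nm) was read after 20 min.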
* marks the source's active call; other numbers are inactive results; ? = inconclusive; · = not tested or not shown; [ ] = remark or other dose. Unless noted, the call rests on the fitted dose curve; in most records, active means well fitted curve in the direction sought with a large enough effect; inconclusive means small, poorly fitted or top-dose-only effect, or another doubt; inactive means no such curve, though single readings can be large; an effect the other way counts as inactive or inconclusive.

1: Cc1ccc(C(=O)N2CCCC(c3ccc(Cl)cc3)=N2)cc1
2: Cc1nc2nc3c(cn2n1)C(=O)CCC3
3: CCn1c2ccc(C)cc2c2nnc(SCCN3CCOCC3)nc21
4: CCCCC(=O)NC(NC(=O)CCCC)c1ccc(OCCC)c(OC)c1
5: C=CCn1c(-c2cccs2)nc2nc3ccccc3nc21
6: COc1ccccc1N1CCN(C(=O)c2oc3cc(C)c(C)cc3c2C)CC1
7: Cc1cc2cc(C)c3nnc(SCc4ccccn4)n3c2cc1C
8: COC(=O)c1nc(N)sc1-c1ccc(Cl)c(Cl)c1
9: CC(C)C[C@H](NC(=O)NC(C)C)C(=O)O
10: CCOc1ccc(NC(=O)C2CC(=O)N(c3cc(C)cc(C)c3)C2)cc1 (configuration not stated)

assay / compound	1	2	3	4	5	6	7	8	9	10
Sm TGR block	8%	-7%	1%	-14%	4%	5%	11%	5%	0%	5%
Pf growth 48h	-26%	18%	2%	8%	19%	?	10%	-5%	12%	13%
Shiga inhibitor	-7	-15	-31	-4	45*	4	-20	2	-27	-7
Pf growth 96h	6%	·	32%[activator]	-1%	·	·	?	37%[activator]	32%[activator]	·
Giardia FBPA inh	-3%	7%	-6%	5%	-16%	3%	1%	0%	0%	1%
Cycloheximide cs	-1	-4	-2	-2	30*	-1	-2	-2	-6	-3

Some values from above:
`CC(C)C[C@H](NC(=O)NC(C)C)C(=O)O` in Shiga inhibitor shows -27
`C=CCn1c(-c2cccs2)nc2nc3ccccc3nc21` in Cycloheximide cs shows 30*
`CCn1c2ccc(C)cc2c2nnc(SCCN3CCOCC3)nc21` in Pf growth 96h shows 32%[activator]
`COC(=O)c1nc(N)sc1-c1ccc(Cl)c(Cl)c1` in Sm TGR block shows 5%
`CCCCC(=O)NC(NC(=O)CCCC)c1ccc(OCCC)c(OC)c1` in Pf growth 96h shows -1%
`CCOc1ccc(NC(=O)C2CC(=O)N(c3cc(C)cc(C)c3)C2)cc1` (configuration not stated) in Shiga inhibitor shows -7

The listing continues:
11: Cc1ccc(C)c(N2CCN(C(=O)CCCCCn3c(=S)[nH]c4ccc(N5CCOCC5)cc4c3=O)CC2)c1
12: CCOC(=O)c1cc2c(ccn2C)n1CC(=O)N1CCN(c2ccc(F)cc2)CC1
13: COc1ccc(NC(=O)N2CCCC2C(=O)Nc2ccccc2F)cc1 (configuration not stated)
14: Cc1ccc(C2=[N+]([O-])C3(CCCCC/C3=N\NC(N)=S)N(O)C2(C)C)o1 (configuration not stated)
15: N#Cc1ccccc1S(=O)(=O)N1CCN(C(=O)C2CCCC2)CC1
16: Cc1ccc2c(Cl)cc(Cl)c(OCC(=O)Nc3cc(S(=O)(=O)N(C)C)ccc3C)c2n1
17: O=C(Nc1cccc2cccnc12)c1ccc(Br)cc1Br
18: Cc1c(C2=CCN(S(=O)(=O)c3cccc(Cl)c3)CC2)c2ccccc2n1CC(=O)N1CCCC1
19: CCOC(=O)N1CCN(C(=O)c2ccc(NS(=O)(=O)c3ccc(C)cc3)cc2)CC1
20: O=C(NCCN1CCCC1)c1ccc2c(=O)n(CCc3ccccc3)c(=O)[nH]c2c1

assay / compound	11	12	13	14	15	16	17	18	19	20
Sm TGR block	4%	1%	-12%	-24%	0%	-13%	0%	-7%	3%	6%
Pf growth 48h	7.4µM*	?	17%	·	-21%	?	30%[activator]	·	-29%	?
Shiga inhibitor	2	-30	2	-12	-2	2	·	20	3	-7
Pf growth 96h	?	?	2.6µM*	-22%	1%	12µM*	11%	·	-13%	9%
Giardia FBPA inh	23%	-19%	2%	-8%	-2%	?	13%	·	-8%	0%
Cycloheximide cs	10	-2	-3	-5	8	-1	-3	6	4	7

An excerpt of these results, with bars between the fields:
No. | structure | Sm TGR block | Pf growth 48h | Shiga inhibitor | Pf growth 96h | Giardia FBPA inh | Cycloheximide cs
14 | Cc1ccc(C2=[N+]([O-])C3(CCCCC/C3=N\NC(N)=S)N(O)C2(C)C)o1 (configuration not stated) | -24% | · | -12 | -22% | -8% | -5
15 | N#Cc1ccccc1S(=O)(=O)N1CCN(C(=O)C2CCCC2)CC1 | 0% | -21% | -2 | 1% | -2% | 8
16 | Cc1ccc2c(Cl)cc(Cl)c(OCC(=O)Nc3cc(S(=O)(=O)N(C)C)ccc3C)c2n1 | -13% | ? | 2 | 12µM* | ? | -1

Next section:
21: CC(C)(CN1CCN(Cc2ccccc2)CC1)NS(=O)(=O)c1ccccc1
22: CC(=O)Nc1ccc(S(=O)(=O)Nc2nccc(/C=C/c3ccc(Cl)cc3)n2)cc1
23: CCC(=NCc1ccco1)c1c(O)n(-c2ccc(Cl)cc2)c(=O)[nH]c1=O
24: CCOC(=O)Nc1cc(Br)c2c(c1)OCCO2
25: CCOc1cc2c(C#N)c(N3CCCCC3)nc(N)c2c(N)n1
26: COc1cc(S(=O)(=O)NCCCN2CCOCC2)ccc1Cl
27: COc1ccccc1OCCn1c(C)c(C=O)c2ccccc21
28: Brc1ccccc1-c1nnc2sc(Cc3ccccc3)nn12
29: CN(C)c1ccc(/C=N/NC(=O)CSc2ccccn2)cc1
30: Cc1oc(-c2cccc(Cl)c2)nc1CS(=O)(=O)CC(=O)NC1CC1

assay / compound	21	22	23	24	25	26	27	28	29	30
Sm TGR block	-8%	9%	40µM*	6%	-2%	-3%	5%	4%	0%	40µM*
Pf growth 48h	11%	23%	7%	43%[activator]	·	10%	?	-39%	31%[activator]	27%
Shiga inhibitor	-12	-14	-3	41	-14	45	-4	9	56*	18
Pf growth 96h	15%	?	-11%	?	?	·	?	·	-1%	?
Giardia FBPA inh	4%	5%	2%	-15%	?	8%	-7%	16%	-2%	15%
Cycloheximide cs	0	-2	1	34*	1	20	1	7	40*	-2

31: c1ccc(CC2CCN(c3nc4ccccc4n4cnnc34)CC2)cc1
32: COc1ccc(NC(=O)c2ccccc2Oc2ccccc2)c(OC)c1
33: CC(C)CNC(=O)C1CCCN(C(=O)NCc2ccccc2)C1 (configuration not stated)
34: COc1ccc(-c2nn(-c3ccccc3)cc2C(=O)NC2CCCCC2C)cc1 (configuration not stated)
35: C/C(=N\Nc1ccc(C#N)cc1[N+](=O)[O-])c1ccc(C)o1
36: N#CC1(NC(=O)COC(=O)CN2C(=O)c3ccccc3C2=O)CCCCC1
37: O=C(COc1ccc2ccccc2c1Br)Nn1cnnc1
38: O=c1oc2c(CN3CCCCC3)c(O)ccc2c2c1CCCC2
39: CC1CCc2c(nc3ncnn3c2N2CC(C)OC(C)C2)C1 (configuration not stated)
40: COc1ccccc1/C=N/NC(=O)C(=O)N1CCN(c2ccccc2OC)CC1

assay / compound	31	32	33	34	35	36	37	38	39	40
Sm TGR block	5%	7%	10%	-6%	13%	-3%	2%	-12%	-6%	-25%
Pf growth 48h	?	-20%	4%	?	-60%	0%	5%	·	?	-1%
Shiga inhibitor	-21	-4	-12	·	6	·	-8	2	43	-5
Pf growth 96h	·	-61%	4.7µM*	?	35%[activator]	33%[activator]	41%[activator]	?	?	-3%
Giardia FBPA inh	1%	4%	2%	·	4%	·	21%	1%	-12%[12.9 µM]	?
Cycloheximide cs	4	-2	-1	·	-3	·	1	8	6	-3

41: CCOc1ccc(OC(=O)NC(c2ccccc2)C(Cl)(Cl)Cl)cc1 (configuration not stated)
42: O=C(CCC1CCCC1)Nc1ccccc1-c1ccccc1
43: Cc1cccnc1NC(=O)CNC(=O)c1ccccc1
44: O=C(COC(=O)c1cc([N+](=O)[O-])ccc1N1CCOCC1)Nc1ccc(Cl)cc1
45: Cc1ccc(SCC(CC(C)C)N2CCN(CCc3ccccc3)CCC2=O)cc1 (configuration not stated)
46: CCOC(=O)c1nnn(CC(=O)Nc2cccc(F)c2)c1C(=O)OCC
47: COc1ccc(C(CNC(=O)Cc2ccccc2F)N2CCCCC2)cc1 (configuration not stated)
48: O=C(N1CCOCC1)N1CCN(c2ccccc2)CC1
49: C#CCN(CC=C)C(=O)c1ccc2nc(C3CCCCC3)oc2c1
50: Fc1ccc(-c2csc(-c3ccccn3)n2)cc1F

assay / compound	41	42	43	44	45	46	47	48	49	50
Sm TGR block	-10%	-9%	0%	4%	·	1%	1%	6%	-1%	9%
Pf growth 48h	?	12%	-1%	4%	·	·	-14%	-4%	1%	161%[activator]
Shiga inhibitor	15	11	·	-4	64*	22	21	-6	57	175*
Pf growth 96h	?	?	5%	3%	·	6%	0%	28%	?	85%[activator]
Giardia FBPA inh	·	12%	·	·	0%	4%	7%	4%	-3%	-8%
Cycloheximide cs	-1	5	·	-3	40*	-4	1	-1	19*	46*

51: CC(=O)c1cccc(CN2CCC(n3nccc3NC(=O)CCOc3ccccc3)CC2)c1
52: CCC(=O)N1CCc2cc(S(=O)(=O)NC(Cc3ccccc3)C(=O)NC3CCCCC3C)ccc21 (configuration not stated)
53: O=S(=O)(Nc1ccccc1N1CCCCC1)c1ccc(Cl)s1
54: COCCn1c(SCC(=O)Nc2cccc(NC(C)=O)c2)nc2c([nH]c3ccccc32)c1=O
55: O=C(CCNC(=O)c1ccccc1Cl)NCCCSc1ccccc1
56: CCc1c(C(=O)NCc2ccc3c(c2)OCO3)[nH]c(C)c1C(C)=O
57: COc1ccc(C2c3ccc4ccccc4c3Oc3ncn(CCN4CCOCC4)c(=N)c32)cc1OC (configuration not stated)
58: COc1ccc(OC)c(NC(=O)CN(c2ccc(C)cc2)S(=O)(=O)c2c(C)noc2C)c1
59: C=CCn1c(CNC(=O)c2ccco2)nnc1SCC(=O)Nc1cccc(F)c1
60: CN1CCC(N(C)C(=O)CCc2nc3ccccc3n2-c2ccccc2)CC1

assay / compound	51	52	53	54	55	56	57	58	59	60
Sm TGR block	9%	-1%	-25%	5%	-11%	5%	2%	-22%	-2%	-4%
Pf growth 48h	-19%	·	·	-13%	7%	27%	9.3µM*	?	-7%	-13%
Shiga inhibitor	20	10	14	-3	·	23	-16	1	13	-7
Pf growth 96h	1%	?	-30%	-14%	-14%	125%[activator]	13µM*	1.9µM*	-32%[1.15 µM]	?
Giardia FBPA inh	·	1%	-28%	·	·	0%	7%	-4%	1%	2%
Cycloheximide cs	-2	-7	3	-2	·	2	-3	10	-2	-3

61: CCCN1CCC(NC(=O)Nc2cc(Cl)ccc2OC)CC1
62: COc1ccc(C2c3sc(=O)[nH]c3SCC2C(N)=O)cc1 (configuration not stated)
63: COc1cccc(N(C(=O)CNC(=O)c2ccco2)C(C(=O)NC2CCCC2)c2ccncc2)c1 (configuration not stated)
64: C=CCNC(=O)c1ccccc1CCc1ccccc1
65: Cc1noc(C)c1S(=O)(=O)Nc1ccccc1Oc1ccccc1
66: O=C(COc1ccccc1)Nc1nc2ccccc2[nH]1
67: C/C(=N/OC(=O)c1ccc(Cl)cc1Cl)c1oc(C)nc1C
68: O=C(Nc1ccccc1)N(O)c1ccc(Cl)cc1
69: COc1ccc(Cc2nnc(NS(C)(=O)=O)s2)cc1
70: Cc1cc(C)c(C#N)c(SCC(=O)OC2CCCCC2)n1

assay / compound	61	62	63	64	65	66	67	68	69	70
Sm TGR block	2%	0%	-19%	-22%	1%	-13%	5%	-27%	-9%	-2%
Pf growth 48h	3%	11%	-3%	-14%	25%	190%[activator]	31%[activator]	127%[activator]	7%	5%
Shiga inhibitor	-20	-4	14	-15	-4	65*	5	98*	-26	7
Pf growth 96h	4%	24%	11%	23%	?	120%[activator]	47%[activator]	-2%	·	?
Giardia FBPA inh	2%	0%	-10%	1%	-22%	-9%	-8%	-27%	6%	8%
Cycloheximide cs	-1	-3	-2	9	1	46*	10	49*	-5	3
